Source: PubChem BioAssay (National Center for Advancing Translational Sciences (NCATS))
pAkt inh: Akt phosphorylation inhibition | Neuro2A IGF-stimulated pAkt S473 HTRF, 20 min; stronger effect = lower value | activity change, % for hits at 50 µM | 0.32% of 360,000 active; in the data active = activity change below about -80%; inconclusive = mostly about -51% to -80%; note: % is set by controls: 0 for no effect and ±100 for the full control effect
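Single-point screen (50 µM final compound) in Neuro2A cells stimulated 20 min with 6 nM IGF at 37 deg C. After lysis, Ser473-phosphorylated Akt read by HTRF (ex 330 nm, em 615/665 nm) as the 665/615 ratio.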
MmCpn inh: blocks the Methanococcus maripaludis chaperonin Mm-Cpn | 0.031% of 330,000 active | Potency, µM (top dose mostly 76.9 µM), inactives show at the highest dose activity, negative = inhibition, actives largely listed as inhibitors | purified Mm-Cpn ATPase, ADP Transcreener TR-FRET; note: potency is the fitted concentration of half-maximal effect; % is set by controls: 0 for no effect and ±100 for the full control effect; nearly all actives have a fitted effect of over 80% in size
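TR-FRET (320 nm excitation; 590 and 665 nm emission) reports ADP made from 10 uM ATP by 25 nM enzyme; compounds were preincubated 10 min, reaction run 30 min, both at 37°C.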
FUS yeast rescue: suppressors of FUS proteinopathy in yeast | S. cerevisiae FUS-expressing, growth rescue, OD600, 24 h | Potency, µM (doses to about 76.6 µM), for the others: top-dose growth rescue (activation), hits mostly activators | 0.24% of 390,000 active;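 note: potency is the fitted concentration of half-maximal effect; plate controls were DMSO vehicle for no effect and reference control for full effect; nearly all actives have a fitted effect of over 55% in size; some results filed as inactive show a strong effect at the top dose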
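Yeast expressing FUS under galactose induction, OD 0.005 in 2% galactose medium; compounds in a dilution series, 24 h at 30C. Growth rescue by absorbance at 600 nm; CP55940 positive control, DMSO negative.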
PTHR1 agonist: agonists of human PTHR1 parathyroid hormone receptor | HEK293 GP2 PTHR1 cells, GloSensor cAMP luminescence, 1 h | 0.075% of 410,000 active | Potency, µM (highest dose often 115 µM), without a hit: top-dose activation, actives largely listed as activators | Q03431; note: potency is the fitted concentration of half-maximal effect; nearly all actives have a fitted effect of over 55% in size; some results filed as inactive show a strong effect at the top dose; inactives centre near -15; many of its hits are not listed in these tables
Target sequence (Q03431 whole entry, looked up): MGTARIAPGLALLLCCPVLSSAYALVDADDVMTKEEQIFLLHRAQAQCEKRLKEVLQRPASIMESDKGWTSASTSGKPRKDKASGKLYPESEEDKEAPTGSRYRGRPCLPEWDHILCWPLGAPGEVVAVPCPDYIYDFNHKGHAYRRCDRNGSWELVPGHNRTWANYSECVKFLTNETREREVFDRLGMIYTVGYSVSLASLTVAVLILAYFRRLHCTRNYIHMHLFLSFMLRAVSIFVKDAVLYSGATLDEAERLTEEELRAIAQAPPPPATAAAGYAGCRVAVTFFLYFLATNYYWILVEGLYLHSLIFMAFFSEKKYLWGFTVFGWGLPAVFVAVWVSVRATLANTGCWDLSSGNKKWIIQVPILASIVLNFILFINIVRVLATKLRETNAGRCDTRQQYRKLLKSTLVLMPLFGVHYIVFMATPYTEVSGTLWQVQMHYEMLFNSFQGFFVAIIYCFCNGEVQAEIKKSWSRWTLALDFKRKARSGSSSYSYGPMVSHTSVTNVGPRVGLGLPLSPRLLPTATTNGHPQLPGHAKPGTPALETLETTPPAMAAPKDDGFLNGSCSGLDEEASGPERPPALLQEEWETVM
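HEK-293-derived GP2 cells expressing PTHR1 and a GloSensor cAMP reporter, 3,000/well, plated overnight, given luciferin plus IBMX (each 0.5 mM as added) for 1 h at 37 °C, then compound for 1 h at 37 °C. Luminescence was read after 15 min at room temperature.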
GLP1R cytotox: cytotoxic in the GLP-1 receptor inverse agonist counter-screen; 0.13% of 410,000 active; Potency, µM (doses to about 38.3 µM), without a hit: at the top dose activity change, negative = inhibition, usual class: inhibitors; AID 624418; HEK293 cAMP-luciferase reporter cells, luminescence, 24 h;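 note: loss of luciferase light is scored as toxicity; potency is the fitted concentration of half-maximal effect; % is set by controls: 0 for no effect and ±100 for the full control effect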
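Here, cytotoxicity is scored as loss of luminescence. The MLSMR collection was tested on cells seeded in medium containing 10% Nu serum, with a 24 hr compound exposure preceded by 12 hours of culture.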
TDP43 rescue: TDP-43 toxicity inhibition in yeast | TDP-43 expressing yeast growth rescue, BacTiter-Glo, 24 h | Potency, µM (doses to about 46.1 µM), without a hit: at the highest dose growth rescue (activation), hits mostly activators | 1.8% of 410,000 active | AID 652104; note: potency is the fitted concentration of half-maximal effect; % of control where 0% means no effect; nearly all actives have a fitted effect of over 50% in size
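Luminescence from BacTiter-Glo reports growth of TDP-43-expressing yeast after 24 hr at 30 deg C with compound. Cells were raffinose-pregrown to mid-log, then seeded in galactose medium at OD600=0.02.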
Abeta yeast res: compounds reversing amyloid beta toxicity in yeast. yeast expressing A-beta42, growth rescue, OD600, 48 h; response scale: 0% DMSO, 100% iron-clioquinol control. Potency, µM (series often up to 46.1 µM), for inactives: top-dose growth rescue, hits mostly activators. 0.063% of 410,000 active; note: potency is the fitted concentration of half-maximal effect; nearly all actives have a fitted effect of over 55% in size
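Growth rescue measured by 600 nm absorbance after 48 h yeast culture at 30 C with compound. Values normalized between DMSO and an equimolar ferric chloride plus clioquinol control.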
GLP-1R inv ag: inverse agonists of human GLP-1 receptor | 1.6% of 410,000 active | P43220 | Potency, µM (titrated, usually from 38.3 µM), for inactives: at the highest dose activity change, negative = inhibition, actives largely listed as inhibitors | HEK293 GLP-1R CRE-luciferase, luminescence, 24 h; GLP-1R form is constitutively active | AID 624417; note: potency is the fitted concentration of half-maximal effect; % is set by controls: 0 for no effect and ±100 for the full control effect; nearly all actives have a fitted effect of over 55% in size
Target sequence (P43220 whole entry, looked up): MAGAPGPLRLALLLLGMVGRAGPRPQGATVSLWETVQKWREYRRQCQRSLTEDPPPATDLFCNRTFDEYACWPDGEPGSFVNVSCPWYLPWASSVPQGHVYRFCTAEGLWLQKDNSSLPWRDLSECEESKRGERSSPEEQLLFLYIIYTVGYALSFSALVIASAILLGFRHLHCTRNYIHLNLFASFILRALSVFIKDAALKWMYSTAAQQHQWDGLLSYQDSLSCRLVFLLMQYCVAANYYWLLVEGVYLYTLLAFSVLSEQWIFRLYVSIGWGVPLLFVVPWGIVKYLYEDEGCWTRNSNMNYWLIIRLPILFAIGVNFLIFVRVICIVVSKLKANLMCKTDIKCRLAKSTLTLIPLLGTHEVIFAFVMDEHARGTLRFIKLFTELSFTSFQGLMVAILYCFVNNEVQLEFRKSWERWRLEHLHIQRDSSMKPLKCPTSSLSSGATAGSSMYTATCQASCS
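HEK293 cells stably co-expressing a cAMP-responsive luciferase reporter and constitutively active GLP-1R were seeded, incubated 12 h, then exposed to compounds for 24 h at 37 C. Luminescence was read 12 min after detection reagent; inverse agonists lower signal.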
aSyn rescue: alpha-synuclein toxicity inhibition in yeast. Yeast expressing alpha-synuclein, growth rescue, BacTiter-Glo, 24 h. Potency, µM (highest dose often 46.1 µM), without a hit: at the top dose growth rescue (activation), most hits filed as activators. 0.14% of 370,000 active; note: potency is the fitted concentration of half-maximal effect; % of control where 0% means no effect; nearly all actives have a fitted effect of over 65% in size
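Galactose-induced alpha-syn yeast (OD600=0.02, raffinose-pregrown) + pinned cpd, 24 hr, 30 deg C; growth by BacTiter-Glo luminescence. Growth restoration scores as activation.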
* hit, by the source's call; i = inactive; ? = inconclusive; . = no result given; [ ] = another dose, or the depositor's remark. Unless noted, calls come from the whole dose curve; as a rule, active = well fitted curve in the direction sought with a large enough effect; inconclusive = small, poorly fitted or top-dose-only effect, or another doubt; inactive = no such curve, though single readings can be large; an effect the other way counts as inactive or inconclusive. Only part of the results is shown; count on the stated rates, not on these rows.

Below each SMILES: pAkt inh	MmCpn inh	FUS yeast rescue	PTHR1 agonist	GLP1R cytotox	TDP43 rescue	Abeta yeast res	GLP-1R inv ag	aSyn rescue
Cc1cc(C(=O)Nc2ccc(Cl)cc2)c2ccccc2n1
  i	0%	-20%	i	-2%	8%	-22%	57%	-4%
NC(=S)c1cc2ccc(O)cc2oc1=O
  i	-4%	.	-4%	i	-13%	2%	246%[activator]	-17%
CCn1ncc(/C=C/C(=O)Nc2c(C)nn(CC)c2C)c1C
  i	-2%	-3%	i	3%	-17%	1%	51%[activator]	5%
NC(=O)c1cnn(C2CCS(=O)(=O)C2)c1 (stereo unspecified)
  i	0%	-33%	-22%	0%	13%	11%	16%	?
CCN1C(=O)CC(c2ccccc2)N(C2CCCC2)c2nc(Nc3ccc(C(=O)NC4CCN(C)CC4)cc3OC)ncc21 (stereo unspecified)
  i	-1%	22%	-21%	-15%	22%	4%	0%	1%
CNC(=O)N(O)C1N(/N=C/c2ccc(N(C)C)cc2)C(=S)SC1(C)C (stereo unspecified)
  i	0%	-12%	-10%	1%	-1%	-5%	-1%	-10%
CC(=O)OC(C)CS(=O)(=O)c1ccccc1 (stereo unspecified)
  i	4%	5%	i	2%	0%	-6%	5%	1%
Cc1ccccc1NC(=O)Cc1nc(COC(=O)COc2ccc(C(C)(C)C)cc2)cs1
  i	-4%	?	i	6%	10%	-2%	5%	6%
CN1CCC(C2(O)c3ccccc3CCc3ccccc32)CC1
  i	-3%	.	i	-1%	0%	11%	?	9%
O=c1c(=O)n(Cc2c(F)cccc2Cl)ccn1Cc1ccccc1
  .	.	8%	i	3%	28%	-2%	15%	.
CCOC(=O)N1CCN(C(=O)C(CC(C)C)NS(=O)(=O)c2ccc3c(c2)oc(=O)n3C)CC1 (stereo unspecified)
  i	1%	17%	i	10%	-10%	13%	22%	-3%
Cc1cc(=O)oc2cc(NC(=O)COc3cccc(C(F)(F)F)c3)ccc12
  i	-4%	0%	6%	2%	-26%	-11%	4%	11%[1.84 µM]
COc1ccc(-c2cnc(C(O)c3ccc(C(C)(C)C)cc3)[nH]2)cc1 (stereo unspecified)
  i	.	17%	i	1%	14%	-1%	?	0%
Nc1c(C(=O)Nc2ccccc2)sc2nc3c(c(-c4ccco4)c12)CCC3
  i	-7%	?	-9%[57.5 µM]	104%[activator]	10%	-5%	?	18%
Cc1ccc(C)c(NC(=O)CSc2nnc(-c3ccco3)o2)c1
  i	1%	-8%	-6%[57.5 µM]	-7%	-1%	9%	26%	4%

One compound at a time, as listed above. Screens in order: pAkt inh, MmCpn inh, FUS yeast rescue, PTHR1 agonist, GLP1R cytotox, TDP43 rescue, Abeta yeast res, GLP-1R inv ag, aSyn rescue
Record of CN1CCC(C2(O)c3ccccc3CCc3ccccc32)CC1 : i, -3%, ., i, -1%, 0%, 11%, ?, 9%
Record of COc1ccc(-c2cnc(C(O)c3ccc(C(C)(C)C)cc3)[nH]2)cc1 (stereo unspecified) : i, ., 17%, i, 1%, 14%, -1%, ?, 0%
Record of NC(=S)c1cc2ccc(O)cc2oc1=O : i, -4%, ., -4%, i, -13%, 2%, 246%[activator], -17%
Record of CCOC(=O)N1CCN(C(=O)C(CC(C)C)NS(=O)(=O)c2ccc3c(c2)oc(=O)n3C)CC1 (stereo unspecified) : i, 1%, 17%, i, 10%, -10%, 13%, 22%, -3%

Additional results.
Below each SMILES: pAkt inh	MmCpn inh	FUS yeast rescue	PTHR1 agonist	GLP1R cytotox	TDP43 rescue	Abeta yeast res	GLP-1R inv ag	aSyn rescue
COC(=O)c1cc2sccc2n1CC(=O)Nc1ccc(OC)c(OC)c1OC
  i	-10%	31%	?	9%	-26%	27%	1%	-7%
CC1(C(=O)OCC(=O)Nc2cc(S(=O)(=O)N3CCOCC3)ccc2Cl)CC1(Cl)Cl (stereo unspecified)
  i	.	29%	-29%	-40%	7%	-22%	?	-2%
CN(CC(=O)NCCc1ccc(S(N)(=O)=O)cc1)S(=O)(=O)/C=C/c1ccccc1
  i	1%	8%	i	-6%	-14%	1%	2%	-7%
C/C(=C\COc1ccc2ccc(=O)oc2c1)CC[C@@H](O)C(C)(C)O
  i	-1%	-24%	-17%	10%	3%	8%	11%	2%
CC(Sc1nnc(C(F)(F)F)n1C)C(=O)Nc1ccc(N2CCOCC2)cc1 (stereo unspecified)
  i	3%	10%	22%	-2%	-17%	-8%	11%	-7%
CCCc1nc(SCC(=O)O)c2sc(=S)n(-c3ccccc3)c2n1
  i	-1%	-5%	i	-6%	0%	20%	8%	0%
COc1ccc(S(=O)(=O)c2snnc2C)cc1
  i	2%	-19%	i	4%	24%	-16%	0%	-10%
Cc1oc(-c2cccs2)nc1CS(=O)CC(=O)NCc1ccc2c(c1)OCO2 (stereo unspecified)
  i	1%	15%	-9%	4%	4%	5%	-2%	4%
Cc1nnc(C)c2c(C)n(Cc3ccc4c(c3)OCO4)c(C)c12
  i	1%	28%	-14%	12%	5%	-3%	-7%	2%
CC(=O)N(Cc1cc(=O)[nH]c2ccccc12)c1ccccc1
  i	0%	16%	-25%[57.5 µM]	3%	-4%	-12%	-19%	-3%
Cc1cccc(NC(=O)c2ccccc2NC(=O)c2ccco2)c1
  i	-9%	4%	i	-6%	0%	9%	?	2%
Cc1ccc(NC(=O)Nc2nnc(CSCCOc3ccc(Cl)cc3)s2)cc1
  i	-2%	-15%	-16%	-1%	21%	-1%	-2%	-11%
Cc1ccc(S(=O)(=O)N2CCOCC2)c2nsnc12
  i	-4%	11%	-22%[57.5 µM]	5%	25%	-8%	5%	-12%
CCSc1nc2sc3c(c2c(=O)n1-c1ccccc1)CCN(C(C)C)C3
  i	-8%	-7%	i	1%	8%	-24%	?	9%
COc1ccc(Br)cc1CN1C(=O)NC2(CCCCCC2)C1=O
  i	-3%	-28%	-59%	-6%	-10%	7%	?	0%

Below each SMILES: pAkt inh	MmCpn inh	FUS yeast rescue	PTHR1 agonist	GLP1R cytotox	TDP43 rescue	Abeta yeast res	GLP-1R inv ag	aSyn rescue
CC(C)(C)c1ccc(-c2nnc(SCC(=O)NC3CC3)o2)cc1
  i	1%	16%	-16%	4%	13%	-23%	?	-6%
CC(C)COC(=O)N1CC(O)CC1C(=O)Nc1ccc2c(c1)OCO2 (stereo unspecified)
  i	0%	.	i	-15%	26%	8%	8%	-6%
CC1(C(=O)Nc2ccc3c(c2)OCCO3)CSCC(=O)N1C1CC1 (stereo unspecified)
  i	.	-9%	-5%	1%	13%	-12%	3%	-6%
CCN1C(=O)c2ccccc2S(=O)c2ccc(C(=O)N3CCCCCC3)cc21 (stereo unspecified)
  i	2%	5%	i	-2%	10%	4%	8%	-4%
CCN1C(=O)c2ccccc2S(=O)c2ccc(C(=O)NCCCN3CCCC3=O)cc21 (stereo unspecified)
  i	-2%	-16%	15%	2%	-21%	-13%	26%	2%
O=C(OCc1cc(=O)n2ccsc2n1)c1ccccc1O
  i	0%	10%	i	23%	?	-3%	11%	3%
CN1CCN(C(CNC(=O)C(=O)Nc2ccccc2C#N)c2ccc3c(c2)OCO3)CC1 (stereo unspecified)
  .	.	0%	i	-26%	17%	1%	-68%	.
O=C(OCCN1CCCCC1)c1ccccc1Br
  i	-1%	-21%	-6%	2%	0%	1%	8%	0%
C/C(=N/NC(=O)CNC(=O)C1COc2ccccc2O1)c1ccc2c(c1)OCCO2 (stereo unspecified)
  i	1%	5%	i	-3%	23%	-4%	-9%	-1%
Cc1nc(N2CCN(S(=O)(=O)c3ccc(F)cc3)CC2)c2c(-c3cccs3)csc2n1
  i	-16%	22%	-11%	-15%	-2%	4%	?	3%
CC1=CC(C)(C)N(C(=O)Nc2ccccc2)c2ccccc21
  i	-3%	17%	i	14%	-41%[inhibitor]	?	23%	2%
COC(=O)c1cc(NC(=O)c2oc(=O)c3ccccc3c2-c2ccccc2)cc(C(=O)OC)c1
  .	.	-12%	-19%	4%	0%	13%	13%	.
O=[N+]([O-])c1ccc(N/N=C2\CC3CC=CC23)c([N+](=O)[O-])c1 (stereo unspecified)
  i	-2%	-10%	-40%[inhibitor]	6%	35µM*	-15%	-10%	3%
O=C(Nc1c2c(nn1-c1ccc([N+](=O)[O-])cc1)CS(=O)(=O)C2)c1ccccc1F
  i	1%	27%	i	4%	7%	13%	51%	-2%
Cc1nc(NC2=NCN(CCCN3CCOCC3)CN2)nc2c(C)cccc12
  i	-2%	13%	i	?	4%	4%	?	0%

Below each SMILES: pAkt inh	MmCpn inh	FUS yeast rescue	PTHR1 agonist	GLP1R cytotox	TDP43 rescue	Abeta yeast res	GLP-1R inv ag	aSyn rescue
COc1ccc(C)cc1N1C(=N)/C(=C2/Nc3ccccc3S2)C(c2ccccc2)C1=O (stereo unspecified)
  i	1%	?	-74%[inhibitor]	22%	19%	21%	?	-55%[inhibitor]
O=C(NC(=S)N1CCc2ccccc21)c1ccc(Br)o1
  i	?	13%	-2%	?	?	?	?	?
COc1ccc(CC(=O)Nc2ccccc2N2CCCCC2)cc1OC
  i	0%	10%	i	14%	-7%	7%	13%	1%
CCSc1nnc(-c2ccccc2N=Cc2c(C)[nH]n(-c3ccccc3)c2=O)c(=O)[nH]1
  i	-1%	5%	-17%	-7%	-7%	-3%	11%	12%
CCC(=O)N/N=C(\C)CC(=O)Nc1cc(Cl)ccc1C
  i	0%	.	i	-8%	0%	13%	3%	9%
CCOC(=O)c1cc(NC(=O)N(C)C2CCCCC2)c(C)nc1C
  i	1%	11%	-14%	-2%	-2%	?	-23%	-1%
